Screening results: PubChem BioAssay, several laboratories
PKA kinase inh: inhibitors of human protein kinase A; P17612; PKA Kemptide phosphorylation, Kinase-Glo ATP luminescence; inhibition, % at 6 µM; 65,000 tested, 0.1% active; AID 524;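 active means inhibition above the screen-wide mean inhibition plus 3 SD, cut at about 21% in these data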; further: many of its hits are not listed in these tables
ROCK2 inh: inhibitors of human Rho kinase 2. AID 604. inhibition, % at 6 µM. purified ROCK2, Kinase-Glo ATP depletion luminescence. 60,000 tested, 0.35% active. O75116;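 active means inhibition above the screen-wide mean inhibition plus 3 SD, cut at about 18% in these data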;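 further: plate controls were DMSO wells for no effect and Y-27632 control wells after no-enzyme background subtraction for full effect; many of its hits are not listed in these tables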
JNK3 inh: JNK3 (human) kinase inhibition | inhibition, % at 8 µM | 60,000 tested, 0.61% active | purified JNK3 kinase activity, HTS | AID 746; in the data active means inhibition above about 17%;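 further: 0% = DMSO and 100% = reference inhibitor; many of its hits are not listed in these tables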
Target sequence (P53779 whole entry, looked up): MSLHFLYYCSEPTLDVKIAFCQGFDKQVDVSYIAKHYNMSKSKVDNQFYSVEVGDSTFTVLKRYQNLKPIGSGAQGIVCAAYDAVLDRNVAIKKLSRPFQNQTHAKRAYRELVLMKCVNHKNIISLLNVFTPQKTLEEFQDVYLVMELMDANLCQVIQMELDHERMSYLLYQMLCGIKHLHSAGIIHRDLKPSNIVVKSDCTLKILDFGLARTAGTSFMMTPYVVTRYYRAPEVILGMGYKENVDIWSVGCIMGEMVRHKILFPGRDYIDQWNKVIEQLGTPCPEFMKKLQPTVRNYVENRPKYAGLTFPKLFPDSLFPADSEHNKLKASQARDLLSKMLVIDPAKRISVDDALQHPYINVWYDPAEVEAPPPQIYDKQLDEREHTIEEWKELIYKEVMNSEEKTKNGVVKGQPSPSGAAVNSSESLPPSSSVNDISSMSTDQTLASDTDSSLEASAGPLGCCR
Autofluor 339: intrinsic fluorescence of library compounds, ex339/em460 – biochemical, MLSMR library, data from DPM-DC assay, artefact control, profiling panel; compound autofluorescence, ex339/em460 nm, NADH buffer; active compounds read high; 1 = no-compound wells, NADH background; 65,000 tested, 5.5% active; fluorescence fold increase at 10 µM; AID 709;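 active means at 10 µM, mean starting fluorescence two-fold or more over control wells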;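 further: signal is the first read of a kinetic run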
NADH coupling: inhibitors of enzymes used to reach an NAD/NADH endpoint; coupled PK/LDH NADH assays, four targets; IC50, µM (titrated, usually from 10 µM), for the others: top-dose inhibition; 65,000 tested, 0.02% active; AID 774;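 active means single-dose screening hits from any of four coupled enzyme assays that gave an IC50 when retested across doses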;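 further: the DPM-DC format reads NADH fluorescence rather than 340 nm absorbance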
tolC growth inh: E. coli tolC mutant growth inhibition. 65,000 tested, 2.2% active. E. coli BW25113 tolC mutant growth, OD615. growth inhibition, % at 10 µM (by protocol);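 active means growth inhibition at or above a cutoff equal to the mean over every tested compound plus 3 SD, cut at about 60% in these data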;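 further: growth measured after 20 h incubation at 37 °C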
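Test system: E. coli BW25113 ΔtolC::kan bacteria; incubation: 37 °C, 20 h exposure; medium: LB broth supplemented with 50 µg/mL kanamycin; read-out basis: percent growth inhibition; signal: A615 absorbance measurement; compound: 10 µM final, single dose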
A340 absorber: compounds absorbing at 340 nm | compound absorbance at 340 nm, fold over control | AID 708 | fold change at 10 µM | 65,000 tested, under 10 active;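 active means at 10 µM dose, initial 340 nm absorbance at least 2 fold that of control wells; inactive means change under 2 fold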;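 further: initial absorbance extrapolated from kinetic A340 decline of NADH oxidation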
HEK293 NFkB inh: lowers PMA/ionomycin-induced NF-kB signal in HEK293 cells; 62,000 tested, 0.21% active; inhibition, % at 3 µM; HEK-293 NF-kB luciferase reporter, luminescence; AID 465;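 active means inhibition above the mean of all tested compounds plus 3 SD, cut at about 40% in these data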;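 further: 0% = stimulated DMSO wells and 100% = 10 µM reference inhibitor 5653914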
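Timing: 1 h pretreatment, 16 h stimulation, 37 °C; system: HEK-293 cells with stable firefly luciferase reporter driven by four HIV NF-kB elements; doses: 3 µM once, 0.30% DMSO; measured by: luciferase luminescence; control set: DMSO and 10 µM reference inhibitor; repeats: single test; reagent: PMA plus ionomycin mix as NF-kB-activating stimulus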
MMP-13 inhibitor: inhibitors of human MMP13; AID 570; inhibition, % at 4 µM; MMP-13 fTHP FRET cleavage, Mca fluorescence; 65,000 tested, 0.07% active;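 active means inhibition above the mean of compound-free control plate wells plus 3 SD, cut at about 14% in these data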;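 further: 0% = DMSO wells and 100% = wells with reference MMP-13 inhibitor after basal subtraction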
* marks the source's active call; other numbers are inactive results; [ ] = another dose, or the depositor's remark.

How did O=C(Nc1ccc(Cl)cc1)C1CCCN(S(=O)(=O)c2cnc[nH]2)C1 (stereo unspecified) do in these assays?
PKA kinase inh: -7; ROCK2 inh: -3; JNK3 inh: -6; Autofluor 339: 1.1; NADH coupling: 4%; tolC growth inh: -2; A340 absorber: 1.1; HEK293 NFkB inh: 7; MMP-13 inhibitor: 7

Results for CCOc1ccccc1-n1c(SCC(N)=O)nnc1-c1ccc(O)cc1 ?
PKA kinase inh: 2; ROCK2 inh: 0; JNK3 inh: -5; Autofluor 339: 1; NADH coupling: 11%; tolC growth inh: 5; A340 absorber: 0.97; HEK293 NFkB inh: 19; MMP-13 inhibitor: 2

Results for CCOC(=O)c1c(COC(=O)c2ccco2)nc2ccccc2[n+]1[O-] ?
PKA kinase inh: 4; ROCK2 inh: 2; JNK3 inh: 5; Autofluor 339: 1; NADH coupling: 2%; tolC growth inh: 33; A340 absorber: 1; HEK293 NFkB inh: 12; MMP-13 inhibitor: 0

How did Cc1ccc(F)cc1NC(=O)c1cccc2nccnc12 do in these assays?
PKA kinase inh: -1; ROCK2 inh: -7; JNK3 inh: -2; Autofluor 339: 1; NADH coupling: 5%; tolC growth inh: 13; A340 absorber: 1; HEK293 NFkB inh: 15; MMP-13 inhibitor: 2

Results for O=C(c1ccccn1)N(Cc1cc2ccccc2[nH]c1=O)C1CCCCC1 ?
PKA kinase inh: 12; ROCK2 inh: 5; JNK3 inh: 5; Autofluor 339: 1.3; NADH coupling: 10%; tolC growth inh: 14; A340 absorber: 1; HEK293 NFkB inh: -8; MMP-13 inhibitor: 1

How did CCOC(=O)C1=C(C)N=C2SC(C)C(=O)N2C1/C=C/c1ccccc1OC (stereo unspecified) do in these assays?
PKA kinase inh: 2; ROCK2 inh: 7; JNK3 inh: 0; Autofluor 339: 1.1; NADH coupling: 5%; tolC growth inh: 55; A340 absorber: 1.1; HEK293 NFkB inh: 19; MMP-13 inhibitor: -1

How did CCCCNC(=O)CSc1nnc(NC(C)=O)s1 do in these assays?
PKA kinase inh: -3; ROCK2 inh: 0; JNK3 inh: 1; Autofluor 339: 1.1; NADH coupling: 4%; tolC growth inh: -10; A340 absorber: 1; HEK293 NFkB inh: 13; MMP-13 inhibitor: 3

Results for CCc1cc(C(=O)c2ccccc2OC)c(N)s1 ?
PKA kinase inh: 12; ROCK2 inh: 5; JNK3 inh: -5; Autofluor 339: 1.1; NADH coupling: 9%; tolC growth inh: 12; A340 absorber: 1; HEK293 NFkB inh: -5; MMP-13 inhibitor: 8

Results for CCc1nc2sc3c(c2c(=O)o1)CCCC3 ?
PKA kinase inh: -6; ROCK2 inh: 1; JNK3 inh: 6; Autofluor 339: 0.99; NADH coupling: 2%; tolC growth inh: 0; A340 absorber: 1; MMP-13 inhibitor: -7

Results for O=C(c1ccco1)N1CCN(S(=O)(=O)c2ccc(S(=O)(=O)NC3CCCC3)cc2)CC1 ?
PKA kinase inh: -7; ROCK2 inh: 4; JNK3 inh: -7; Autofluor 339: 1.1; NADH coupling: 5%; tolC growth inh: -17; A340 absorber: 1.1; HEK293 NFkB inh: -6; MMP-13 inhibitor: 1

Results for CCOc1ccc(OCC)c(S(=O)(=O)NCc2ccc3c(c2)OCO3)c1 ?
PKA kinase inh: 4; ROCK2 inh: 2; JNK3 inh: 0; Autofluor 339: 1.1; NADH coupling: 7%; tolC growth inh: 11; A340 absorber: 1; HEK293 NFkB inh: 7; MMP-13 inhibitor: -2

What do the screens show for `O=S(=O)(Nc1nc2ccccc2nc1NCc1ccco1)c1ccccc1`?
PKA kinase inh: -3; ROCK2 inh: 4; JNK3 inh: 1; Autofluor 339: 1.5; NADH coupling: 7%; tolC growth inh: 71*; A340 absorber: 1.1; HEK293 NFkB inh: 6; MMP-13 inhibitor: -4

Results for CCN(CC)c1ccc(C2C(C(=O)OCCOC)=C(C)NC3=C2C(=O)CCC3)cc1 (stereo unspecified) ?
PKA kinase inh: -10; ROCK2 inh: -3; JNK3 inh: -3; Autofluor 339: 1.4; NADH coupling: 7%; tolC growth inh: 0; A340 absorber: 1.1; HEK293 NFkB inh: -1; MMP-13 inhibitor: -6

What do the screens show for `O=C(Nc1nc(SCc2ccc(F)cc2)ns1)c1ccco1`?
PKA kinase inh: -3; ROCK2 inh: -4; JNK3 inh: -11; Autofluor 339: 1.1; NADH coupling: 4%; tolC growth inh: 81*; A340 absorber: 1.1; HEK293 NFkB inh: 6; MMP-13 inhibitor: -1

How did O=C(CSc1ncn[nH]1)Nc1nc(-c2ccccc2)ns1 do in these assays?
PKA kinase inh: 4; ROCK2 inh: 5; JNK3 inh: -1; Autofluor 339: 1.1; NADH coupling: 8%; tolC growth inh: 22; A340 absorber: 1; HEK293 NFkB inh: 13; MMP-13 inhibitor: 8

The final two records of the part before lead into the next:
What do the screens show for `O=C(Nc1nc(SCc2ccc(F)cc2)ns1)c1ccco1`?
PKA kinase inh: -3; ROCK2 inh: -4; JNK3 inh: -11; Autofluor 339: 1.1; NADH coupling: 4%; tolC growth inh: 81*; A340 absorber: 1.1; HEK293 NFkB inh: 6; MMP-13 inhibitor: -1

How did O=C(CSc1ncn[nH]1)Nc1nc(-c2ccccc2)ns1 do in these assays?
PKA kinase inh: 4; ROCK2 inh: 5; JNK3 inh: -1; Autofluor 339: 1.1; NADH coupling: 8%; tolC growth inh: 22; A340 absorber: 1; HEK293 NFkB inh: 13; MMP-13 inhibitor: 8

What do the screens show for `Cc1ccccc1NC(=O)c1cc(N)ccc1N1CCCCC1`?
PKA kinase inh: -6; ROCK2 inh: -1; JNK3 inh: 1; Autofluor 339: 1.4; NADH coupling: 12%; tolC growth inh: 38; A340 absorber: 1; HEK293 NFkB inh: 14; MMP-13 inhibitor: 1

How did CN(C)S(=O)(=O)Nc1ccc(NS(=O)(=O)N(C)C)c(S(=O)(=O)c2ccccc2)c1 do in these assays?
PKA kinase inh: -1; ROCK2 inh: 0; JNK3 inh: -1; Autofluor 339: 1.1; NADH coupling: 8%; tolC growth inh: 7; A340 absorber: 1; MMP-13 inhibitor: 0

What do the screens show for `Cc1nc2ccc(S(=O)(=O)N(C)CC(=O)N3CCc4ccccc4C3)cc2s1`?
PKA kinase inh: 9; ROCK2 inh: 6; JNK3 inh: -2; Autofluor 339: 1.2; NADH coupling: 4%; tolC growth inh: 15; A340 absorber: 0.99; HEK293 NFkB inh: 2; MMP-13 inhibitor: 2

What do the screens show for `COc1ccc2nc(N3CCC(C)CC3)c(C#N)cc2c1`?
PKA kinase inh: 4; ROCK2 inh: 3; JNK3 inh: 7; Autofluor 339: 1.4; NADH coupling: 5%; tolC growth inh: 97*; A340 absorber: 1; HEK293 NFkB inh: 1; MMP-13 inhibitor: -31

What do the screens show for `Cn1c(=O)c2c(nc(N3CCCCCC3)n2CC(=O)c2ccccc2)n(C)c1=O`?
PKA kinase inh: 14; ROCK2 inh: 4; JNK3 inh: 5; Autofluor 339: 1.1; NADH coupling: 3%; tolC growth inh: 3; A340 absorber: 0.99; HEK293 NFkB inh: 17; MMP-13 inhibitor: 0

How did CCn1c(=N)c(C(=O)NCCCOC)cc2c(=O)n3cccc(C)c3nc21 do in these assays?
PKA kinase inh: -2; ROCK2 inh: 2; JNK3 inh: 8; Autofluor 339: 3.8*; NADH coupling: 6%[fluoresces]; tolC growth inh: 0; A340 absorber: 1; HEK293 NFkB inh: 16; MMP-13 inhibitor: inactive[fluorescence artefact?]

What do the screens show for `COCCn1c(Cc2ccccc2)nnc1SCC(=O)N(C)C`?
PKA kinase inh: 0; ROCK2 inh: 0; JNK3 inh: 1; Autofluor 339: 1.1; NADH coupling: 7%; tolC growth inh: -19; A340 absorber: 0.98; HEK293 NFkB inh: 19; MMP-13 inhibitor: 3

How did C=CCN=C(CC)C1=C(O)CCCC1=O do in these assays?
PKA kinase inh: 6; ROCK2 inh: 1; JNK3 inh: 0; Autofluor 339: 1.1; NADH coupling: 6%; tolC growth inh: -17; A340 absorber: 1.1; HEK293 NFkB inh: 14; MMP-13 inhibitor: 8

What do the screens show for `C=CCC1(O)C(=O)Nc2ccccc21` (stereo unspecified)?
PKA kinase inh: 6; ROCK2 inh: 1; JNK3 inh: 0; Autofluor 339: 1; NADH coupling: 2%; tolC growth inh: -6; A340 absorber: 0.98; HEK293 NFkB inh: 14; MMP-13 inhibitor: 10

How did COc1ccccc1-c1cc(C(=O)NCc2ccco2)no1 do in these assays?
PKA kinase inh: 2; ROCK2 inh: 4; JNK3 inh: -7; Autofluor 339: 1.2; NADH coupling: 4%; tolC growth inh: -15; A340 absorber: 0.99; HEK293 NFkB inh: 3; MMP-13 inhibitor: -12

Results for COc1ccccc1-n1cnnc1SCC(=O)c1cc(C)n(Cc2cccs2)c1C ?
PKA kinase inh: 12; ROCK2 inh: 10; JNK3 inh: -8; Autofluor 339: 1.1; NADH coupling: 9%; tolC growth inh: 19; A340 absorber: 1; HEK293 NFkB inh: 11; MMP-13 inhibitor: 4

Results for COc1ccccc1OCCOCCn1cnc2ccccc2c1=O ?
PKA kinase inh: -5; ROCK2 inh: -2; JNK3 inh: 7; Autofluor 339: 1; NADH coupling: 2%; tolC growth inh: 4; A340 absorber: 0.99; HEK293 NFkB inh: -1; MMP-13 inhibitor: 1

Results for O=C1CN(C(=O)c2cnccn2)c2ccccc2N1 ?
PKA kinase inh: 4; ROCK2 inh: 4; JNK3 inh: -2; Autofluor 339: 1.1; NADH coupling: 4%; tolC growth inh: -18; A340 absorber: 1; HEK293 NFkB inh: 5; MMP-13 inhibitor: 0

How did c1ccc2c(c1)C(=NCC1CCCO1)NC2=NCC1CCCO1 (stereo unspecified) do in these assays?
PKA kinase inh: 5; ROCK2 inh: 3; JNK3 inh: -2; Autofluor 339: 1.2; NADH coupling: 2%; tolC growth inh: -8; A340 absorber: 1.1; HEK293 NFkB inh: 12; MMP-13 inhibitor: -7

What do the screens show for `O=C(Nc1c(F)c(F)c(F)c(F)c1F)C1CCCCC1`?
PKA kinase inh: -4; ROCK2 inh: 2; JNK3 inh: -5; Autofluor 339: 1; NADH coupling: 5%; tolC growth inh: -11; A340 absorber: 1; HEK293 NFkB inh: 5; MMP-13 inhibitor: 4

How did O=C(CCn1nc(-c2ccccc2)ccc1=O)N1CCN(c2ccccn2)CC1 do in these assays?
PKA kinase inh: 13; ROCK2 inh: 5; JNK3 inh: 2; Autofluor 339: 1.1; NADH coupling: 6%; tolC growth inh: -4; A340 absorber: 1; HEK293 NFkB inh: 10; MMP-13 inhibitor: 0

Results for COc1ccc(CCNC(=O)C2CC(=O)N(C3CCCC3)C2)cc1OC (stereo unspecified) ?
PKA kinase inh: 14; ROCK2 inh: 5; JNK3 inh: -5; Autofluor 339: 1.1; NADH coupling: 3%; tolC growth inh: -3; A340 absorber: 1; HEK293 NFkB inh: 11; MMP-13 inhibitor: 4

Results for O=C(Nc1cccnc1)c1c(F)c(F)c(F)c(F)c1F ?
PKA kinase inh: 3; ROCK2 inh: 3; JNK3 inh: 1; Autofluor 339: 1.1; NADH coupling: 4%; tolC growth inh: -15; A340 absorber: 1; HEK293 NFkB inh: 7; MMP-13 inhibitor: 1

How did CCN(CC)S(=O)(=O)c1cc(C(=O)OCC(=O)c2ccc3c(c2)NC(=O)CO3)ccc1F do in these assays?
PKA kinase inh: -6; Autofluor 339: 1.1; NADH coupling: 2%; tolC growth inh: 8; A340 absorber: 1.1; HEK293 NFkB inh: 10; MMP-13 inhibitor: -5

An excerpt; count on the stated rates, not on these rows.
